# S-ASM inh: Inhibitors of Secretory Acid Sphingomyelinase (S-ASM): qHTS | Potency, µM (top dose mostly 57.5 µM), without a hit: at the highest dose activity change, negative = inhibition, most hits filed as inhibitors | placental ASM, HMU-PC fluorogenic substrate, 60 min | hit rate 0.006% among 340,000 | Sphingomyelin phosphodiesterase (Homo sapiens), P17405 | AID 504937, 2011; further: potency means the concentration at half of the fitted maximal effect
#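 Steps: dispense placental human ASM, pin compound, wait 10 min at room temperature, add HMU-PC0 substrate at 9 uM final, incubate 60 min at 37 °C, add stop solution raising pH to 10, read fluorescence.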
# Tb PFK block: qHTS Assay to Find Inhibitors of T. brucei phosphofructokinase; ATP-dependent 6-phosphofructokinase (Trypanosoma brucei brucei), O15648; T. brucei PFK, ADP-Glo luminescence; Potency, µM (doses to about 57.5 µM), for inactives: top-dose activity, negative = inhibition, most hits filed as inhibitors; hit rate 0.17% among 330,000; AID 485367, 2010;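 further: potency means the concentration at half of the fitted maximal effect; 0% = uninhibited 1x PFK enzyme wells and -100% = no-enzyme wells; nearly all actives have a fitted effect of over 60% in size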
# Target sequence (O15648 whole entry, looked up): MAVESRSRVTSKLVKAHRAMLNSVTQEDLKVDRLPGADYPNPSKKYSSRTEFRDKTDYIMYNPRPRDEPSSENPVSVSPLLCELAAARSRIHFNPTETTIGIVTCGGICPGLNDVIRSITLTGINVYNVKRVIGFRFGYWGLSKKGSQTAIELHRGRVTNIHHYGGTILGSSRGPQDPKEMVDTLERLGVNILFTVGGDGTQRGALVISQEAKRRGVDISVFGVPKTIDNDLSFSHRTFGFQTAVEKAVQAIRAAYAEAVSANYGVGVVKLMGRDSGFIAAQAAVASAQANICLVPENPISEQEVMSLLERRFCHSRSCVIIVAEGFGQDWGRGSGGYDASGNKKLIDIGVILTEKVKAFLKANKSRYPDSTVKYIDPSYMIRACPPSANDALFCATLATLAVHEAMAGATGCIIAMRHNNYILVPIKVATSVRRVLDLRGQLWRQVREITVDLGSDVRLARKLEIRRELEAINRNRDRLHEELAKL
#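 1.25 nM PFK with 0.5 mM F6P and 0.1 mM ATP in 0.1 M TEA pH 8.0, 5 mM MgCl2, incubated 45 min at room temperature; ADP measured by ADP-Glo luminescence; compounds titrated up to 57 uM.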
# PKM2 act: qHTS Assay for Activators of Human Muscle isoform 2 Pyruvate Kinase; Potency, µM (series often up to 57.5 µM), for the others: at the highest dose activation, most hits filed as activators; purified PKM2, Kinase-Glo ATP luminescence, activation; response scale: 0% is enzyme alone, no compound; Pyruvate kinase PKM (Homo sapiens), P14618; AID 1631, 2009; hit rate 0.34% among 260,000; further: potency means the concentration at half of the fitted maximal effect; on the % scale 0 is the no-effect control and ±100 the full control effect; nearly all actives have a fitted effect of over 55% in size
#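 Purified hPK-M2 (>95%) run at intermediate activity with 0.1 mM ADP and 0.5 mM PEP in 50 mM imidazole pH 7.2, KCl, MgCl2; 1 h room temperature. ATP formed read by Kinase-Glo luminescence; normalized to uninhibited and no-enzyme controls.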
# B2AR arrestin: qHTS assay of beta-arrestin-biased ligands of beta2-adrenergic receptor; Potency, µM (doses to about 46.1 µM), without a hit: at the top dose activation, hits mostly activators; hit rate 0.02% among 330,000; Beta-2 adrenergic receptor (Homo sapiens), P07550; beta-arrestin recruitment to beta2AR, cell-based reporter;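 further: potency means the concentration at half of the fitted maximal effect; 0% = DMSO controls and full agonism = EC100 isoproterenol or metaproterenol; nearly all actives have a fitted effect of over 65% in size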
# PTAP TSG101 blk: qHTS Assay for Iinhibitors of HIV-1 Budding by Blocking the Interaction of PTAP/TSG101; 340,000 tested, under 10 active; Fluorescence polarization, FITC-PTAP peptide / Tsg101 binding; AID 493005, 2010; Potency, µM (top dose mostly 115 µM), inactives show at the highest dose activity change, negative = inhibition, usual class: inhibitors; Tumor susceptibility gene 101 protein (Homo sapiens), Q99816; active means well fitted inhibition curve with a large enough effect in the main read-out, with a control signal flat, not every such curve was filed as active; inconclusive means small, poorly fitted or top-dose-only effect, or effect the other way, or a change in a side signal; inactive means no such curve, though single readings can be large or run the other way; further: potency means the concentration at half of the fitted maximal effect; % of control where 0% means no effect
#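 Fluorescence polarization binding of Tsg101 binding domain (10 uM final) to FITC-labeled PTAP peptide (50 nM final) in HEPES pH 7.5 buffer with NaCl, Tween 20, EDTA, TCEP. Compounds added before peptide; binding 20 min at RT.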
# Chronic BCR inh: qHTS Assay to Find Inhibitors of Chronic Active B-Cell Receptor Signaling; ABC-DLBCL IkBa-CBG/CBR reporter, luminescence ratio, 4 h; Potency, µM (doses to about 46.1 µM), inactives show top-dose ratio change, negative = lower green/red ratio, most hits filed as inhibitors; hit rate 0.05% among 340,000; AID 493014, 2011; active means well fitted inhibition curve with a large enough effect in the signal ratio, with a control signal flat, not every such curve was filed as active; inconclusive means small, poorly fitted or top-dose-only effect, or effect the other way, or a change in a side signal; the % refers to the signal ratio;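 further: potency means the concentration at half of the fitted maximal effect; plate controls were basal doxycycline-induced cells for no effect and cells given 10 µM MG132 for full effect; MG132 reads +100%, hits lower the ratio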
#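 TMD8 ABC-DLBCL cells carrying doxycycline-inducible green luciferase fused to IkappaBalpha plus unfused red luciferase were exposed to compounds (up to 46 uM) for 4 hrs at 37C. Activity came from the overlap-corrected green/red luminescence ratio.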
# GALK inhibitor: qHTS Assay for Inhibitors of Human Galactokinase (GALK) | P51570 | Purified GALK, Kinase-Glo residual ATP luminescence | Potency, µM (doses to about 57.5 µM), for the others: top-dose activity change, negative = inhibition, hits mostly inhibitors | hit rate 0.007% among 270,000 | AID 1868, 2009; further: potency means the concentration at half of the fitted maximal effect; on the % scale 0 is the no-effect control and ±100 the full control effect
# Target sequence (P51570 whole entry, looked up): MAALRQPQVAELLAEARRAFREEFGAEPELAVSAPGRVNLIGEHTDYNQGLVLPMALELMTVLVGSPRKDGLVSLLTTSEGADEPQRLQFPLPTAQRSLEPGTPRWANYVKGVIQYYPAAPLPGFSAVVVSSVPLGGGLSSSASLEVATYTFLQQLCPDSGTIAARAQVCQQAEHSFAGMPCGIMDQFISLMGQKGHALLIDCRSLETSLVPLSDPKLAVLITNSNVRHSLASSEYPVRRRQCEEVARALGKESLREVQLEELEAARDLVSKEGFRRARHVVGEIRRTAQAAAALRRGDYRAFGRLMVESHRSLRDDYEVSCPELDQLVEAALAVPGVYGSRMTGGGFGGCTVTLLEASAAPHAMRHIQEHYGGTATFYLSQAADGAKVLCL
#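 Galactose (100 uM) and ATP (35 uM) were turned over by 5 nM GALK for 1 h at RT. Kinase-Glo Plus then converted the remaining ATP into a luminescent signal.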
# Menin MLL FP TR: qHTS Assay for Inhibitors Targeting the Menin-MLL Interaction in MLL Related Leukemias: Competition With Texas Red Labeled MLL-derived Mutant Peptide | O00255 | AID 1768, 2009 | hit rate 0.23% among 270,000 | Potency, µM (highest dose often 61.6 µM), for inactives: top-dose FP activity change, negative = inhibition, usual class: inhibitors | Menin + Texas Red MLL mutant peptide, fluorescence polarization; active means well fitted inhibition curve with a large enough effect in the polarisation, with a control signal flat, not every such curve was filed as active; inconclusive means small, poorly fitted or top-dose-only effect, or effect the other way, or a change in a side signal; inactive means no such curve, though single readings can be large or run the other way; the % refers to the polarisation; further: potency means the concentration at half of the fitted maximal effect; % of control where 0% means no effect; many of its hits are not listed in these tables
# Integrin act MD: qHTS for Activators of Integrin-Mediated Alleviation for Muscular Dystrophy; hit rate 0.064% among 350,000; alpha7betagal myoblasts, beta-gal FDG fluorescence, 48 h; Potency, µM (titrated, usually from 38.3 µM), inactives show at the top dose activation, actives largely listed as activators;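 further: potency means the concentration at half of the fitted maximal effect; 100% = response of the positive control SU9516; nearly all actives have a fitted effect of over 60% in size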
#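 Alpha7betagal+/- myoblasts (passage 13) were plated 16-24 hr, then exposed to compounds (1:260 dilution of DMSO stock) for 48 hours at 37C. After MPER lysis, β-galactosidase reporter activity was read as FDG fluorescence (ex 480/em 540) after 30 minutes.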
# FBPA coupling cs: qHTS Assay for Inhibitors of Fructose-1,6-bisphosphate Aldolase from Giardia Lamblia: Coupling assay counterscreen | coupling enzyme system counterscreen, AmpLite Red fluorescence | activity change, negative = inhibition, % at 58.2 µM, hits read low | hit rate 0.67% among 290,000; in the data active means activity change below about -30%; further: on the % scale 0 is the no-effect control and ±100 the full control effect
#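 Counterscreen lacking aldolase: glyceraldehyde-3-phosphate coupling-enzyme reagent preincubated 10 min at RT with compound (at 57.5 uM final), then substrate/coupling system with AmpLite Red added; fluorescence read at 525/598 nm after 20 min RT.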
# Giardia killer: Small Molecules that selectively kill Giardia lamblia: qHTS; Giardia lamblia trophozoite viability; activity change, % at 7.66 µM, hits read low; hit rate 0.15% among 340,000; in the data active means activity change below about -80%; inconclusive means between about -30% and that limit;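 further: parasites exposed to compound for two days anaerobically before the ATP read; on the % scale 0 is the no-effect control and ±100 the full control effect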
#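 Each well holds 100 Giardia trophozoites and compound. After two days (48 hrs) at 37 deg C in anaerobic conditions, ATP is quantified by luminescence.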
# Starred values were filed as active, the others as inactive; ? = inconclusive; . = not tested or not shown; [ ] = another dose, or the depositor's remark. Unless noted, the call rests on the fitted dose curve; in most records, active means well fitted curve in the direction sought with a large enough effect; inconclusive means small, poorly fitted or top-dose-only effect, or another doubt; inactive means no such curve, though single readings can be large; an effect the other way counts as inactive or inconclusive.
Compound,S-ASM inh,Tb PFK block,PKM2 act,B2AR arrestin,PTAP TSG101 blk,Chronic BCR inh,GALK inhibitor,Menin MLL FP TR,Integrin act MD,FBPA coupling cs,Giardia killer
COc1ccc(C(=O)Nc2cc(C(=O)NCCc3ccccc3)ccc2Cl)cc1,-6%,-3%,-5%,0.1%,-7%,?,0%,.,-26%,1,8
CCOC(=O)c1c(NC(=O)CSc2ncccn2)sc2c1CC(C)(C)NC2(C)C,0%,5%,-14%,0.5%,-5%,2%,6%,.,7%,.,0
CN(C(=O)c1ccc(S(=O)(=O)N2CCCC2)cc1)C1CCS(=O)(=O)C1 (stereo not given),4%,7%,.,0.0%,-2%,-9%,.,.,10%,.,8
CCCOc1ccc(-c2c(C(=O)N/N=C/c3ccc(OCC)cc3)nnn2-c2nonc2N)cc1,-6%,18%,-9%,-1.9%,-1%,7%,0%,-26%,-7%,-6,11
COc1ccc(NC(C)=O)cc1NC(=O)CN1CCN(C2c3ccccc3-c3ccccc32)CC1,-9%,-1%,0%,-0.9%,0%,-6%,4%,22%,-44%,-1,-6
O=C(Nc1ccc2c(c1)CCC2)c1cc(=O)[nH]c2ccccc12,0%,1%,-6%,-1.0%,-11%,?,7%,.,-27%,2,1
CCCCN1C(=O)N(CCc2ccc(F)cc2)S(=O)(=O)c2cc(C(F)(F)F)ccc21,-3%,0%,.,-0.4%,-3%,7%,.,.,-7%,.,-17
O=S(=O)(NC1CC1)c1ccc(F)c(F)c1,0%,0%,2%,-0.1%,1%,0%,5%,0%,5%,0,-16
CCOC(=O)CC1C(=O)NCCN1Cc1cccc(OC)c1 (stereo not given),-3%,-2%,1%,-0.3%,-2%,-19%,2%,3%,9%,0,-27
COc1cccc(C(=O)Nc2ccc3[nH]c(=O)[nH]c3c2)c1OC,15%,-7%,-8%,-0.3%,1%,2%,-2%,-15%,17%,-7,-12
CCOc1ccc(S(=O)(=O)NCCC(=O)Nc2nnc(C)s2)cc1,-2%,1%,8%,-0.7%,-5%,-10%,-1%,-6%,14%,-1,12
Cc1ccc(S(=O)(=O)N2CCOCC2)cc1C(=O)NCc1ccco1,2%,-1%,2%,-0.2%,-5%,7%,0%,7%,12%,0,12
COc1ccc(OC)c(C(=O)CSc2nnc(-c3cccs3)o2)c1,9%,0%,-2%,-0.3%,-4%,0%,-2%,9%,23%,-1,11
O=C(N[C@H]1C/C=C\C[C@@H](CC(=O)N(CCO)Cc2ccccc2)C(=O)N[C@H](Cc2c[nH]c3ccccc23)COC1=O)OCC1c2ccccc2-c2ccccc21,1%,-1%,.,0.3%,-2%,-4%,.,.,-2%,.,0
CC1CCCC(C)N1C(=O)COC(=O)c1cccc(S(=O)(=O)N(C)c2ccccc2)c1 (stereo not given),-1%,0%,.,0.0%,-3%,-3%,.,.,1%,.,25
O=C1CN(c2ccccc2Cl)C(=O)CN1c1ccccc1Cl,-1%,1%,-1%,0.2%,-4%,2%,4%,6%,9%,0,-14
CC(C)[C@H](NC(=O)c1ccc(Cl)cc1Cl)C(=O)NNc1cccc(C(=O)O)c1,0%,-5%,.,0.1%,-5%,?,.,.,-5%,.,-9
O=C1CC(c2ccccc2)CN1C(=O)c1cncc(Br)c1 (stereo not given),-2%,6%,-1%,0.1%,-1%,?,-3%,3%,7%,4,1
CC(C)c1nnc(NC(=O)CCS(=O)(=O)c2ccccc2)s1,3%,-1%,.,-0.6%,-1%,?,0%,-30%,-58%[inhibitor],-1,-11
CCCSc1oc(-c2ccco2)nc1S(=O)(=O)c1ccccc1,-1%,0%,19%,0.5%,-6%,11%,-2%,17%,7%,-36*,-21
COc1ccc(-c2cc(OC(=O)c3ccc(F)cc3)c3c(C)oc(C)c3c(=O)c2)cc1,.,3%,0%,?,.,10%,-3%,?,.,-6,.
CC(=O)c1cnc(Nc2nc(C)c3ccccc3n2)nc1C,.,4%,5%,-0.8%,.,2%,0%,20%,.,4,.
COC(=O)c1nnn(CC(=O)NC(=O)Nc2c(C)cccc2C)c1C(=O)OC,-2%,-4%,-8%,-0.6%,0%,0%,.,-1%,15%,1,-17
O=C(NCc1ccccc1)c1ccc(CS(=O)(=O)Cc2ccc(F)cc2)o1,-6%,1%,.,-0.8%,1%,0%,-4%,.,25%,.,4
Fc1cc(F)cc(-c2c(-c3ccccc3)ncc3ccc(F)cc23)c1,-19%,-1%,.,-0.1%,.,22%,.,.,-24%,.,4

# 3 of the entries above in order of the Chronic BCR inh value, highest first.
SMILES | S-ASM inh | Tb PFK block | B2AR arrestin | PTAP TSG101 blk | Chronic BCR inh | GALK inhibitor | Menin MLL FP TR | Integrin act MD
CCCSc1oc(-c2ccco2)nc1S(=O)(=O)c1ccccc1 | -1% | 0% | 0.5% | -6% | 11% | -2% | 17% | 7%
COc1ccc(-c2cc(OC(=O)c3ccc(F)cc3)c3c(C)oc(C)c3c(=O)c2)cc1 | . | 3% | ? | . | 10% | -3% | ? | .
O=C1CN(c2ccccc2Cl)C(=O)CN1c1ccccc1Cl | -1% | 1% | 0.2% | -4% | 2% | 4% | 6% | 9%

# The main list resumes; the two compounds before the break are reprinted first.
Compound,S-ASM inh,Tb PFK block,PKM2 act,B2AR arrestin,PTAP TSG101 blk,Chronic BCR inh,GALK inhibitor,Menin MLL FP TR,Integrin act MD,FBPA coupling cs,Giardia killer
O=C(NCc1ccccc1)c1ccc(CS(=O)(=O)Cc2ccc(F)cc2)o1,-6%,1%,.,-0.8%,1%,0%,-4%,.,25%,.,4
Fc1cc(F)cc(-c2c(-c3ccccc3)ncc3ccc(F)cc23)c1,-19%,-1%,.,-0.1%,.,22%,.,.,-24%,.,4
Cc1ccc2nc(NC(=O)CS(=O)(=O)Cc3ccccc3)sc2c1,1%,9%,1%,0.5%,-6%,?,-2%,.,-9%,6,6
O=C(CSc1n[nH]c(-c2cccnc2)n1)Nc1ccccc1C(F)(F)F,4%,-2%,-2%,-0.1%,0%,-11%,0%,-2%,0%,0,-4
CCOC(=O)c1cc([N+](=O)[O-])sc1N,-4%,-3%,-1%,-0.1%,-1%,3%,7%,24%,-24%,-1,1
CC(C)NC(=S)N/N=C/c1ccc(N2CCOCC2)cc1,115%[activator],0%,-15%,0.2%,-3%,?,0%,3%,25%,0,8
O=C(Nc1ccccn1)N1CCOCC1,-2%,0%,-9%,-0.4%,-3%,-6%,0%,-9%,0%[7.66 µM],0,21
CN(/N=C/c1ccncc1)C1=NCCN1,2%,4%,.,0.0%,-3%,?,1%,-19%,-4%,2,1
N#Cc1ccc(CSc2nnc(NC(=O)CN3C(=O)C4CC=CCC4C3=O)s2)cc1 (stereo not given),-1%,2%,1%,0.0%,-7%,6%,3%,-11%,-16%,11,-18
CSc1ccccc1NC(=O)CN(C)C(=O)c1ccc(NC(=O)c2cccs2)cc1,-2%,-5%,.,-1.4%,1%,5%,.,.,-30%,.,?
O=C(O)CCCC(=O)Nc1cccc(C(F)(F)F)c1,-1%,12%,-3%,-0.1%,-8%,-4%,-1%,15%,7%,4,-13
O=P1(O)C=C(c2ccccc2)NC(c2ccccc2)=C1,0%,0%,-4%,-0.7%,0%,?,-1%,-2%,-3%,5,8
Cc1ccc(C)c(N2CCN(C(c3ccc(N(C)C)cc3)c3nnnn3C(C)(C)C)CC2)c1 (stereo not given),-2%,-2%,-3%,-0.2%,-5%,10%,3%,-9%,0%,0,-7

# Assay outcomes: PubChem, National Center for Advancing Translational Sciences (NCATS)

# These rows are one share of the data (hit frequency here may not be typical).
